SRC3 TRFRET art = flags TR-FRET format artefacts in PPARgamma SRC-3 recruitment agonist screen. TR-FRET ratio at 8 µM. TR-FRET artefact counter-screen, PPARgamma/SRC-3 format; active compounds read high. AID 1048. hit rate 0.39% among 99,000; in the data active = TR-FRET ratio above about 2000; note: inactives centre near 1600; reference of the scale not given here
SRC1 TRFRET art = flags TR-FRET format artefacts in PPARgamma SRC-1 recruitment agonist screen. TR-FRET detection artefact counter-screen, emission ratio; active compounds read high. TR-FRET ratio at 8 µM. hit rate 0.34% among 99,000; in the data active = TR-FRET ratio above about 2300; note: inactives centre near 1800; reference of the scale not given here
Numbers without * were called inactive. This is a subset; the hit share may differ from the screen's.

SMILES	SRC3 TRFRET art	SRC1 TRFRET art
OCC1(CCc2ccccc2)CCN(Cc2cc(Cl)ccc2O)CC1	1636	1764
O=c1n(-c2ccccc2)c(=O)n2n1CC(O)C2	1677	1844
O=C(Nc1ccc(C(F)(F)F)cc1)C1(c2ccccc2)CC1	1567	1956
COc1cc(OC)cc(C(=O)N[C@H](C(=O)OCC(=O)NC(=O)NC(C)(C)C)C(C)C)c1	1526	1849
CCN(CC)C(=O)c1c(C)[nH]c(=S)c(C#N)c1-c1ccco1	1292	1529
COc1ccc(NC(=O)c2noc3c2CCCCC3)cc1	1759	1885
O=C(NCc1cccnc1)c1ccc(-c2cccc(Cl)c2Cl)o1	1444	1676
O=C(Nc1nc2ccccc2s1)c1ccc2c(c1)S(=O)(=O)c1ccccc1C2=O	1353	1643
CCCC(CCC)C(=O)Nc1ccc2c(c1)N(C(=O)CN1CCN(C)CC1)c1ccccc1CC2	1351	1693
CCCCOc1ccc(-c2nnc(-c3ccncc3)o2)cc1	1445	1676
CCc1nnc(NS(=O)(=O)c2ccc(NC(=S)NC(=O)c3ccc(F)cc3)cc2)s1	1542	1721
CCc1ccc(OCC(=O)O/N=C(\N)Cc2ccc([N+](=O)[O-])cc2)cc1	1551	1660
CC(C)c1onc(C(=O)N(C)Cc2ccccc2)c1[N+](=O)[O-]	1410	1935
CCCn1c(SCC(=O)Nc2nc(-c3ccc(OC)cc3)cs2)nc2c1c(=O)n(C)c(=O)n2C	1549	1914
S=C(NCc1ccccc1)NCc1ccc(CNC(=S)NCc2ccccc2)cc1	1453	1586
CCNc1nc(SCC(=O)OC)nc(N2CCOCC2)n1	1622	2085
O=C1C2CCCCC2C(=O)N1c1cccc(OS(=O)(=O)c2ccccc2)c1 (centres undefined)	1614	1957
CC(Oc1ccccc1F)c1ccnc2nc(/N=C/N(C)C)nn12 (centres undefined)	1498	1616
O=C(c1cc(-c2ccccn2)nc2c(Cl)cccc12)N1CCN(S(=O)(=O)c2ccccc2)CC1	3978*	2197
Cc1cc2c(N=NC(=O)CCc3ccccc3)c(O)[nH]c2cc1Br	1511	1621
O=C(Nc1nc2nccc(-c3ccccc3)n2n1)c1ccc(F)cc1	1732	1930
CCC(=O)N1CCc2cc(Br)cc(S(=O)(=O)NCCN3CCCCC3CC)c21 (centres undefined)	1408	1757
COc1ccc(NC(=O)C(C)Sc2nnc3c4c(nc(-c5ccc(OC)cc5)n23)CC(C)(C)OC4)cc1 (centres undefined)	1684	1708
COc1ccccc1C(=O)Nc1sc(C(=O)N2CCCC2)c(C)c1C#N	1589	2061
O=C(C/C=N\OCc1ccc(Cl)cc1Cl)Nc1ccccc1	1522	1723
Cc1ccccc1N=C(NO)c1nonc1N	1781	1881
O=C(NC(Cc1c[nH]c2ccccc12)C(=O)O)/C(=C/c1ccco1)NC(=O)c1ccccc1 (centres undefined)	1468	1583
COC(=O)c1ccncc1C(=O)Nc1ccc(F)cc1	1493	1598
CCCCCCc1nc2c(=O)[nH]c3ccccc3c2o1	1566	1699
CCc1cc2c(C)ccc(C)c2nc1SCC(=O)Nc1c[nH]c(=O)[nH]c1=O	1471	2009
COc1ccc(CCNC(=O)c2cc(=O)[nH]c3ccc(Br)cc23)cc1OC	1694	1896
COc1ccc(NC(=O)Nc2ccon2)c(OC)c1	1580	2087
CC1=NOC(=O)/C1=C\c1ccc(-c2ccccc2Br)o1	3608*	4294*
Cc1nn(C)c(C)c1C1C(C#N)=C(N)OC2=C1C(=O)CCC2 (centres undefined)	1476	1734
COc1ccccc1NS(=O)(=O)c1cccc(C(=O)N/N=C/c2ccccc2OCC(=O)O)c1	1644	1864
O=C1C(Cl)=C(Nc2ccccc2)C(=O)c2ccccc21	1728	1790
O=C(NCC1CCCN(C(=O)c2cccnc2)C1)c1ccc(-c2ccccc2)cc1 (centres undefined)	1576	1857
COCCNC(=O)/C(C#N)=C/c1ccc(SC)cc1	1363	1423
O=C(Cn1cc(F)c(=O)[nH]c1=O)NCCO	1501	1617
O=C(CNC(=O)c1ccccc1)N/N=C/c1ccc([N+](=O)[O-])o1	1723	1933
COc1ccc(NC(=O)c2ccc3c(SCC(=O)O)c4c(nc3c2)CCCC4)cc1Cl	1744	2078
Brc1cc2c(cc1Br)OCCOCCOCCOCCO2	1478	1817
CC(OC(=O)CCc1nc2ccccc2c(=O)[nH]1)C(=O)c1ccc(Br)cc1 (centres undefined)	1583	1725
Cc1cccc(N2C(=O)CN(Cc3cccs3)C2=S)c1	1619	2022
CC(O)Cn1nc([N+](=O)[O-])nc1N (centres undefined)	1393	1877
CCOP(=O)(OCC)C(NC(=O)Nc1ccc(Cl)cc1)C(N)=O (centres undefined)	1634	1877
COc1ccccc1/C=N/NC(=O)Cn1cnc([N+](=O)[O-])n1	1701	2009
CN(C)CCCN(C(=O)CCOc1ccccc1)c1nc2c(F)cccc2s1	1540	2259
CCOc1ccc(CN2CCN(Cc3nc4c(s3)CCCC4)CC2CCO)cc1 (centres undefined)	1735	1810
Cc1cccc(C(=O)NC(=S)NNC(=O)COc2ccc(Cl)cc2)c1	1747	1881
CCOC(=O)C1=C(C)Nc2ncnn2C1c1cc(Br)ccc1F (centres undefined)	1590	1741
O=c1c2oc3ccccc3c2[nH]c(=S)n1-c1ccc(F)cc1	2296*	2641*
CCCNCc1cc(OC)c(OCc2ccccc2)cc1Br	1289	1837
O=C(Nc1nc(-c2cccs2)c(C(=O)C(F)(F)F)s1)c1ccccc1	2009	2134
O=C(CNC(=O)c1cccs1)N/N=C/c1c[nH]c2ccccc12	1745	1790
C=CCSC1=NN2CCS(=O)(=O)N=C2S1	1713	1824
COc1ccc(CNc2ncnc3cc(Cl)ccc23)cc1	1712	1795
CCOC(=O)c1cc(NC(=O)COc2ccc([N+](=O)[O-])cc2)cc(C(=O)OCC)c1	1531	1641
CN(C)c1ccc(NC2=C(Cl)C(=O)c3ccccc3C2=O)cc1	1712	1599
S=C(Nc1cccc(Br)c1)N1CCn2cccc2C1c1cccnc1 (centres undefined)	1390	1680

16 consecutive compounds from above:
SMILES	SRC3 TRFRET art	SRC1 TRFRET art
Cc1cccc(N2C(=O)CN(Cc3cccs3)C2=S)c1	1619	2022
CC(O)Cn1nc([N+](=O)[O-])nc1N (centres undefined)	1393	1877
CCOP(=O)(OCC)C(NC(=O)Nc1ccc(Cl)cc1)C(N)=O (centres undefined)	1634	1877
COc1ccccc1/C=N/NC(=O)Cn1cnc([N+](=O)[O-])n1	1701	2009
CN(C)CCCN(C(=O)CCOc1ccccc1)c1nc2c(F)cccc2s1	1540	2259
CCOc1ccc(CN2CCN(Cc3nc4c(s3)CCCC4)CC2CCO)cc1 (centres undefined)	1735	1810
Cc1cccc(C(=O)NC(=S)NNC(=O)COc2ccc(Cl)cc2)c1	1747	1881
CCOC(=O)C1=C(C)Nc2ncnn2C1c1cc(Br)ccc1F (centres undefined)	1590	1741
O=c1c2oc3ccccc3c2[nH]c(=S)n1-c1ccc(F)cc1	2296*	2641*
CCCNCc1cc(OC)c(OCc2ccccc2)cc1Br	1289	1837
O=C(Nc1nc(-c2cccs2)c(C(=O)C(F)(F)F)s1)c1ccccc1	2009	2134
O=C(CNC(=O)c1cccs1)N/N=C/c1c[nH]c2ccccc12	1745	1790
C=CCSC1=NN2CCS(=O)(=O)N=C2S1	1713	1824
COc1ccc(CNc2ncnc3cc(Cl)ccc23)cc1	1712	1795
CCOC(=O)c1cc(NC(=O)COc2ccc([N+](=O)[O-])cc2)cc(C(=O)OCC)c1	1531	1641
CN(C)c1ccc(NC2=C(Cl)C(=O)c3ccccc3C2=O)cc1	1712	1599

(cont.)
SMILES	SRC3 TRFRET art	SRC1 TRFRET art
COc1ccc(C(OCC2CO2)c2ccc(OC)cc2)cc1 (centres undefined)	1577	1801
CCC(C(=O)c1ccc2ncccc2c1)c1ccccc1 (centres undefined)	1683	2124
CC(c1ccon1)N(C)Cc1cn(C)nc1-c1cccc(Cl)c1 (centres undefined)	1432	1537
Cc1ccc(C2(c3noc(CN(C)CC4COCCO4)n3)CCCC2)cc1 (centres undefined)	1670	1612
CCCNC(=O)C/C(C)=N/NC(=O)COc1ccc(C)cc1Br	1852	1516
Cc1ccc(NC(NC(=O)Cc2ccccc2)C(Cl)(Cl)Cl)cc1 (centres undefined)	1337	1561
Cc1ccc(Nc2nnc(SC3CCOC3=O)s2)cc1 (centres undefined)	1567	1862
O=C(CCN1C(=O)/C(=C\c2cccs2)SC1=S)NC1=NCCS1	1722	1906
CCOc1ccc(N(CC(=O)NC2CCCC(C)C2C)S(=O)(=O)c2c(C)noc2C)cc1 (centres undefined)	1720	1870
O=C(NCN1CCN(c2ccccn2)CC1)c1cnccn1	1480	1514
CC1(C)CC2(CC(c3ccccc3F)c3cc(Cl)c(O)cc3O2)NC(=S)N1 (centres undefined)	1548	1780
CSC1=NCCN1C(=O)C(C)Oc1ccccc1 (centres undefined)	1757	1678
Nc1nc(SCC(=O)NCCO)nc2sc3c(c12)CCCC3	1650	1895
O=C(COC(=O)CNC(=O)c1ccco1)Nc1ccccc1OC(F)F	1580	1459
CCOc1cc(/C=C2\SC(=N)N(c3nonc3N)C2=O)ccc1OCC(N)=O	1666	1787
Cc1ccc(NS(=O)(=O)c2ccc(Br)s2)cc1S(=O)(=O)N1CCOCC1	1608	1557
CC[n+]1c(/C=C/Nc2ccccc2)oc2ccc(OC)cc21	1643	1566
O=C(NCc1ccccn1)c1ccc(CNS(=O)(=O)c2cccc(C(F)(F)F)c2)cc1	1670	1923
O=C(N/N=C/c1ccccn1)c1cc(-c2cccc3ccccc23)n[nH]1	1592	1794
O=C(NC(=S)N1CCN(CCO)CC1)C12CC3CC(CC(C3)C1)C2	1712	2029
CC(C)NC(=S)N/N=C/c1ccc2c(c1)OCCO2	1584	2171
CCN1CCN(C(=S)c2ccc(OCC(=O)NCc3ccccc3)cc2)CC1	1454	1748
Cc1csc(SCC(=O)NCc2ccccc2Cl)n1	1566	1649
CC(C)OC(=O)c1cc(C(=O)c2cc(Br)ccc2O)coc1=N	1512	1776
O=[N+]([O-])c1cc2c(cc1Br)CCN2	1479	1931
Cn1c(=O)c2c(nc(N/N=C/c3ccc(OC(=O)c4ccco4)cc3)n2Cc2ccc(F)cc2)n(C)c1=O	1523	1821
CCOC(=O)N1CCC(NC(=O)c2cc(C(=O)Nc3ccc(S(=O)(=O)N4CCCCC4)cc3)ccc2CO)CC1	1539	1534
CN1/C(=C\C=N\NC(=O)c2ccc(O)cc2)C(C)(C)c2ccccc21	1577	1895
Cc1ccccc1NC(=S)NCc1ccccc1	1287	1604
Cc1cccc(C(=O)Nc2nnc(C3=COCCO3)o2)c1	1449	1516
CCN(CC)S(=O)(=O)c1ccc(Cl)c(C(=O)NCc2ccco2)c1	1686	1648
CC(C)C(=O)N1CCN(c2ccccc2NC(=S)NC(=O)c2cccs2)CC1	1587	1742
Cc1ccc(NC(=S)N(CCN2CCOCC2)Cc2cc3cc4c(cc3[nH]c2=O)OCO4)cc1	1411	1845
O=C(Cc1ccc(Cl)cc1)Nc1ccncc1	1445	1766
CC(=O)Nc1ccc(Nc2cc(C)nc3c(-c4ccccc4)cnn23)cc1	1650	2001
Cc1ccccc1-c1ncc(CN2CCC(CO)(CCCc3ccccc3)CC2)cn1	1729	1750
Nc1nc2ccccc2n1C(=O)c1ccccc1	1384	1637
CC(C)(C)C(=O)NC(=S)Nc1sc2c(c1C#N)CCCCC2	1602	1763
Cc1ccc(C2(c3noc(CN(C)CCO)n3)CCCC2)cc1	1566	1745
CCOCC(=O)Nc1ncc(S(=O)(=O)c2ccc([N+](=O)[O-])cc2)s1	1411	1897
Cc1ccc(-c2csc3ncnc(-n4cnc5ccccc54)c23)cc1	1427	1757
CCN(CC)c1ccc(NC(=O)c2ccco2)cc1	1670	1750
Cc1cccc(C)c1Nc1nnc(SCC(=O)c2ccc(Br)s2)s1	1744	1869
Cc1ccc(/C=N/Nc2ccc3ccccc3n2)o1	1637	1804
Cc1ccccc1OCc1nnc(SCc2cc(=O)[nH]c3ccccc23)n1-c1ccccc1	1446	1788
Cc1ccccc1C(=O)N1CCC(C(=O)Nc2ccc3c(c2)OCO3)CC1	1444	1775
CC(=O)Nc1ccc(N2C(=O)c3ccc(C(=O)Nc4nnc(SCc5ccc(F)cc5)s4)cc3C2=O)cc1	1722	1784
CCC(C)NC(=O)CSc1c2c(nc3ccccc13)CCCC2 (centres undefined)	1878	2069
COc1ccc(O[C@H]2C=C[C@@H](c3ccccc3)O[C@@H]2CO/N=C/C[C@@H]2C=C[C@H](OC(C)=O)[C@@H](COC(C)=O)O2)cc1	1529	1794
O=C(NC1CCCCC1)C(=S)NC1CCCCC1	1549	1806
CCCC(=O)Nc1cc(Cl)ccc1C	1485	1877
Nc1ccc(O)cc1C(=O)OCC(=O)c1ccc(C2CCCCC2)cc1	1623	1664
O=S(=O)(NC1=NCCC1)c1cccc(NS(=O)(=O)c2ccc(OC(F)(F)F)cc2)c1	1475	1849
CCc1nnc(NC(=O)c2sc3nc4c(cc3c2N)CCCCCC4)s1	1516	1768
COCCOC(=O)c1cc(C(=O)c2cc(Cl)ccc2O)coc1=N	1529	1926
CCOC(=O)C(=O)Nc1ccccc1C(=O)OCC	1589	1834
O=C(O)CNC(=O)C12CC3CC(CC(Cl)(C3)C1)C2	1292	1485
O=C(COC(=O)c1ccccc1Br)Nc1cc(S(=O)(=O)N2CCOCC2)ccc1N1CCCC1	1421	1809
COc1cccc(-c2noc(CCC(=O)NCC3CCCO3)n2)c1 (centres undefined)	1641	1818
COCCCn1c(=O)/c(=C\c2ccccc2OC(F)F)s/c1=C(/C#N)C(=O)NC(C)C	1675	1810
(more compounds)
SMILES	SRC3 TRFRET art	SRC1 TRFRET art
C=CSc1sc(Cl)c(N2CCOCC2)c1[N+](=O)[O-]	1576	1827
CCCn1c(=O)c(C(=O)N/N=C/c2ccccc2F)c(O)c2ccccc21	1536	1576
Cc1ccc(Sc2ccncc2S(N)(=O)=O)cc1	1546	1555
O=C(Nc1ccc2oc(-c3ccccc3)nc2c1)c1ccco1	1589	2004

From PubChem BioAssay
